AmpC inh detg = blocks E. coli AmpC beta-lactamase in detergent assay | Potency, µM (top dose mostly 114 µM), inactives show top-dose activity change, negative = inhibition, hits mostly inhibitors | AID 485294 | actives 0.041% (n = 370,000) | AmpC hydrolysis of nitrocefin, absorbance 480 nm, 0.01% Triton;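 also: potency is read from the fitted curve at half-maximal effect; 0% = no-compound wells and -100% = no-enzyme wells; nearly all actives have a fitted effect of over 25% in size; some results filed as inactive show a strong effect at the top dose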
Target sequence (P00811 whole entry, looked up): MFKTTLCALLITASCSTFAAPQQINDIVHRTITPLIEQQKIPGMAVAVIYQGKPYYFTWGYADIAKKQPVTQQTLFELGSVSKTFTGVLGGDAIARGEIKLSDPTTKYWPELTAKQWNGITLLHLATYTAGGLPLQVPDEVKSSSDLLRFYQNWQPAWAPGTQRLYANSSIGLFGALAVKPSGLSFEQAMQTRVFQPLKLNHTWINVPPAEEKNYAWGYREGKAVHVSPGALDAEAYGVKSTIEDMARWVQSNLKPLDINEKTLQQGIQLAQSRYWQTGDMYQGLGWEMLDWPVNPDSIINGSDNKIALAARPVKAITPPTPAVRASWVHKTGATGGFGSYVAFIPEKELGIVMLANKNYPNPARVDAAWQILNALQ
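AmpC (5.3 nM in the dispensed reagent) in 20 mM phosphate pH 7.0 with 0.01% (detergent screen) or 0.0001% Triton X-100 was preincubated with compounds for 15 min at room temperature. Nitrocefin was then added from an 800 uM solution, and hydrolysis was followed at 480 nm.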
HCMV inh = human cytomegalovirus inhibition | HFF cells, HCMV-luciferase reporter, 72 h; hits give low values | activity change, negative = inhibition, % at 57.5 µM | actives 4.5% (n = 410,000); in the data active = activity change below about -60%; inconclusive = no clear call, values can overlap the other calls; inactive = above about -39%
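Inhibition of viral replication was scored as loss of reporter luminescence in HFFs infected with HCMV-luciferase (MOI 1 PFU/cell) for 72 h; compounds tested at 2 doses, normalized to buffer and Salinomycin controls.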
AmpC inh no detg = blocks E. coli AmpC beta-lactamase in detergent-free assay. Potency, µM (top dose mostly 57.1 µM), for inactives: top-dose activity change, negative = inhibition, most hits filed as inhibitors. actives 0.52% (n = 330,000). AmpC nitrocefin hydrolysis, absorbance 480 nm, 0.0001% Triton;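 also: potency is read from the fitted curve at half-maximal effect; plate controls were no compound for no effect and no enzyme for full effect; nearly all actives have a fitted effect of over 20% in size; some results filed as inactive show a strong effect at the top dose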
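AmpC (5.3 nM in the dispensed reagent) in 20 mM phosphate pH 7.0 with 0.01% (detergent screen) or 0.0001% Triton X-100 was preincubated with compounds for 15 min at room temperature. Nitrocefin was then added from an 800 uM solution, and hydrolysis was followed at 480 nm.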
Sm TGR block = inhibitors of Schistosoma mansoni thioredoxin glutathione reductase; purified TGR, DTNB reduction, TNB absorbance 405 nm; Potency, µM (highest dose often 114 µM), for the others: top-dose activity change, negative = inhibition, actives largely listed as inhibitors; actives 3% (n = 360,000); AID 485364; also: potency is read from the fitted curve at half-maximal effect; nearly all actives have a fitted effect of over 60% in size
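Kinetic colorimetric format: TGR-catalysed, NADPH-driven DTNB reduction monitored via TNB absorbance. Enzyme dispensed at 20 nM; compound exposure 15 min at room temperature before reaction start.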
Giardia FBPA inh = inhibitors of Giardia lamblia fructose-1,6-bisphosphate aldolase; actives 0.71% (n = 290,000); purified Giardia FBPA; A8B2U2; Potency, µM (doses to about 59.6 µM), for the others: at the top dose activity, negative = inhibition, hits mostly inhibitors; also: potency is read from the fitted curve at half-maximal effect; nearly all actives have a fitted effect of over 55% in size
Target sequence (A8B2U2 whole entry, looked up): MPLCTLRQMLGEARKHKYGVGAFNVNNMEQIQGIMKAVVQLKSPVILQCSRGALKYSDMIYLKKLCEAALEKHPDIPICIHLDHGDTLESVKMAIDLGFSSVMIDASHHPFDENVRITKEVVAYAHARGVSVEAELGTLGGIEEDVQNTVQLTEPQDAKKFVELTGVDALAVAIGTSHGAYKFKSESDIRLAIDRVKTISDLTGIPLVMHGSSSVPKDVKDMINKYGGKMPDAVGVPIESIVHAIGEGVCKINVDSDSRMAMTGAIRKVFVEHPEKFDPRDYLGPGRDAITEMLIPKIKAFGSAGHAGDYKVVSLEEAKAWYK
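40 nM FBPA preincubated 10 min at RT with compound (up to 57.5 uM final), then substrate plus GAPDH/TPI/NAD/arsenate coupling and diaphorase/resazurin added. Fluorescence read after 20 min at RT, 525/598 nm.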
AMA1-RON2 inh = AMA1-RON2 (P. falciparum) interaction inhibition; AlphaScreen AMA1-biotinylated RON2 peptide binding; Potency, µM (titrated, usually from 58.2 µM), without a hit: at the highest dose activity change, negative = inhibition, most hits filed as inhibitors; actives 0.2% (n = 360,000); AID 720542;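 also: potency is read from the fitted curve at half-maximal effect; 0% = vehicle wells and -100% = peptide control; nearly all actives have a fitted effect of over 45% in size; some results filed as inactive show a strong effect at the top dose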
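AMA1 (3D7) with his tag at 25 nM final met compounds first, then biotinylated RON2 peptide at 25 nM; detection used donor plus acceptor beads, 10 µg/mL apiece, read by AlphaScreen after 30 min at room temperature.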
Numbers without * were called inactive; ? = inconclusive; nt = no result given; & = joins results of further samples; [ ] = remark or other dose. Unless noted, calls follow the shape of the dose curve; as a rule, active = well fitted curve in the direction sought with a large enough effect; inconclusive = small, poorly fitted or top-dose-only effect, or another doubt; inactive = no such curve, though single readings can be large; an effect the other way counts as inactive or inconclusive. Unless noted, % is scaled to controls: 0 for no effect and ±100 for the full control effect.

[1] C=CCOc1ccc(CNC(C)(C)C)cc1OC
[2] O=c1c2cc(NC(=S)NCCN3CCCCCC3)ccc2nc2n1CCCCC2
[3] COCCN(C(=O)CSc1nnc(C)n1-c1ccccc1)c1c(N)n(Cc2ccccc2)c(=O)[nH]c1=O
[4] CC1(NC(=S)Nc2ccc3ccccc3c2)CCS(=O)(=O)C1 (centres undefined)
[5] CCOc1ccc(NC(=O)c2ccc(F)c(S(=O)(=O)N3CCN(c4ccccn4)CC3)c2)cc1
compound no. | 1 | 2 | 3 | 4 | 5
AmpC inh detg | 1% | 0% | 4% | 2% | 2%
HCMV inh | -1 | 0 | -14 | 33 | 14
AmpC inh no detg | -4% | -1% | -20% | -41% | -34%
Sm TGR block | 4% | -2% | -6% | -9% | 0%
Giardia FBPA inh | 3% | 1% | -5% | -7% | -2%
AMA1-RON2 inh | 1% | 4% | 44%[activator] | 4% | -10%

[6] Cc1ccccc1S(=O)(=O)Nc1ncc(C(F)(F)F)cc1Cl
[7] Cc1cccc(C)c1NC(=O)C(NS(=O)(=O)c1ccc2c(c1)CCC(=O)N2)c1ccccc1 (centres undefined)
[8] CCC(=O)Nc1ccc2c(c1)ncn2CCc1ccccc1
[9] CCCCCOC(=O)C1C2C=CC3(CN(c4ccccc4C)C(=O)C13)O2 (centres undefined)
[10] COc1ccccc1NS(=O)(=O)c1ccc2oc(SCC(=O)N3CCNC3=O)nc2c1
compound no. | 6 | 7 | 8 | 9 | 10
AmpC inh detg | -7% | 6% | 2% | -8% | ?
HCMV inh | -28 | -8 | -19 | -32 | -11
AmpC inh no detg | -26% | nt | -4% | 3% | 14%
Sm TGR block | -7% | ? | -7% | -20% | -11%
Giardia FBPA inh | 2% | nt | 2% | 2% | nt
AMA1-RON2 inh | 0% | nt | 9% | 14% | -20%

[11] N#Cc1ccccc1NC(=O)CNc1ccccc1N1CCCCC1
[12] CCSc1nnc2c(n1)[nH]c1c(C)cccc12
[13] Cc1ccc(NCc2ccc(C)s2)cc1
[14] COc1ccc(CCNCc2c(OC)ccc3ccccc23)cc1
[15] Cc1c(C)c2ccc(OC(C)C(=O)NCCCN3CCOCC3)c(C)c2oc1=O (centres undefined)
compound no. | 11 | 12 | 13 | 14 | 15
AmpC inh detg | -13% | -13% | -3% | -2% | -10%
HCMV inh | -3 | ? | nt | -15 | 34
AmpC inh no detg | -15% | -20% | -25% | 17% | 5%
Sm TGR block | 21% | 13%[11.4 µM] | 3% | 7% | -10%
Giardia FBPA inh | 0% | -15% | 8% | -23% | 9%
AMA1-RON2 inh | 2% | 5% | nt | -13% | -4%

[16] COC(=O)c1[nH]c2cccc(OC)c2c1NC(=O)CCN1CCC(C)CC1
[17] CCOc1ccccc1N1CCN(C(=O)c2cc[n+]([O-])cc2)CC1
[18] Cc1cc(=O)[nH]c(N/N=C/c2ccc(Cl)cc2Cl)n1
[19] Cn1c(CC(=O)Nc2ccc(Cl)cc2)nnc1SCC(=O)N1CCOCC1
[20] Cc1cc(N2C(=O)C(O)=C(C(=O)c3cccs3)C2c2cccc(Br)c2)no1 (centres undefined)
compound no. | 16 | 17 | 18 | 19 | 20
AmpC inh detg | -9% | -7% | -13% | -12% | 4%
HCMV inh | -25 | 45 | -14 | 4 | -7
AmpC inh no detg | -12% | 0% | -13% | 2% | -33%
Sm TGR block | 1% | -30% | 7% | ? | -33%
Giardia FBPA inh | 2% | 4% | -1% | nt | 0%
AMA1-RON2 inh | 6% | -8% | 26% | 7% | -7%

[21] CN(c1ccc(F)cc1)S(=O)(=O)c1ccc(Cl)c(C(=O)OCC(=O)NC2CC2)c1
[22] COc1cccc(O)c1CN1CCC(C(=O)Nc2ccc(-c3cccc(C)c3)cc2)CC1
[23] COc1ccc(C(=O)c2coc(-c3ccccc3C(=O)O)c2C(=O)O)cc1
[24] CCn1cc2nc(SCC(=O)Nc3ccc(F)cc3F)n(Cc3ccccc3)c(=O)c2n1
[25] O/N=C1\CC(O)Cc2nonc21 (centres undefined)
compound no. | 21 | 22 | 23 | 24 | 25
AmpC inh detg | nt | 5% | 0% | -1% | ?
HCMV inh | ? | -31 | 50 | 0 | -19
AmpC inh no detg | 11% | -25% | -19% | 39% | -7%
Sm TGR block | nt | -17% | -2% | -3% | -8%
Giardia FBPA inh | nt | 2% | 15% | -12% | 0%
AMA1-RON2 inh | 6% | -16% | -12% | -8% | 0%

[26] Cc1ncc([N+](=O)[O-])n1CCOC(=O)NC(NCc1cccnc1)C(Cl)(Cl)Cl (centres undefined)
[27] Cc1c(Cl)ccc2sc(N3CCN(C(=O)c4ccco4)CC3)nc12
[28] COC(=O)C1=C(C)N(Cc2ccccc2)C(=O)N[C@H]1c1ccco1
[29] Cc1nc2ccccc2c(=O)n1/N=C/c1c(O)ccc2oc3c(c12)CCCC3
[30] Cc1ccccc1OCC(=O)N1CCCc2ccccc21
compound no. | 26 | 27 | 28 | 29 | 30
AmpC inh detg | -4% | 5% | nt | -4% | 2%
HCMV inh | 85 | 43 | -4 | -17 | -30
AmpC inh no detg | -16% | nt | nt | -26% | -11%
Sm TGR block | 4% | 6% | nt | 49%[activator] | 1%
Giardia FBPA inh | 6% | nt | -1%[12.9 µM] | ? | -6%
AMA1-RON2 inh | 3% | nt | -1% | -28% | 1%

[31] OC12CCCCC1C(c1ccccc1)NCC2 (centres undefined)
[32] Cc1ccccc1-c1n[nH]c(=S)n1Cc1ccccc1
[33] O=C(CSc1nnnn1C1CCCC1)Nc1ccc2c(c1)OCCO2
[34] CCOC(=O)C1=C(COC(=O)CCOc2ccc(OC)cc2)NC(=O)NC1C (centres undefined)
[35] COc1ccccc1NC(=O)Nc1nc(CC(=O)NCc2ccccn2)cs1
compound no. | 31 | 32 | 33 | 34 | 35
AmpC inh detg | ? | 2% | -5% | -1% | -1%
HCMV inh | -33 | ? | 15 | 34 | -4
AmpC inh no detg | -7% | -35% | -34% | -34% | ?
Sm TGR block | -9% | 27% | -12% | -1% | -1%
Giardia FBPA inh | 14% | 12% | -6% | nt | nt
AMA1-RON2 inh | -5% | 28% | 2% | -7% | 41%[activator]

[36] C=CCNC(=O)COC(=O)CNC(=O)c1cc(Cl)cc([N+](=O)[O-])c1
[37] CCc1nn(C(C)C(=O)NCc2cccc(OC)c2)c(=O)c2cc3occc3n12 (centres undefined)
[38] Cc1ccc2[nH]c3c(=O)n(CC(=O)Nc4ccc(Br)cc4C)ncc3c2c1
[39] O=C(CCl)Nc1ccccc1C(=O)Nc1ccc2c(c1)OCO2
[40] Cc1ccc(C(=O)Nc2cccc(S(=O)(=O)N3CCOCC3)c2)cc1[N+](=O)[O-]
compound no. | 36 | 37 | 38 | 39 | 40
AmpC inh detg | -7% | 10% | -1% | 8% | 2%
HCMV inh | -25 | -6 | -4 | 25 | ?
AmpC inh no detg | -5% | 3% | nt | -28% | -28%
Sm TGR block | -1% | 1% | 1% | 0% | 1%
Giardia FBPA inh | 0% | 2% | nt | -16% | -1%
AMA1-RON2 inh | -7% | 3% | nt | 3% | 2%

[41] O=C(O)c1cnn(-c2nc(-c3ccc(Cl)cc3)cs2)c1C(F)(F)F
[42] COc1ccc(CNC(=O)CN(C)S(=O)(=O)c2ccc3c(c2)c(=O)n(C)c(=O)n3C)cc1
[43] CC(NC(=O)c1ccc(Cl)cc1)C(=O)NC1=NCCS1 (centres undefined)
[44] O=C(NCC(c1cccnc1)N1CCN(c2ccc(F)cc2)CC1)C1CCCCC1 (centres undefined)
[45] Cc1cccc(NC(=O)CN2C(=O)N/C(=C\c3ccc(-c4cccc(C(=O)O)c4)o3)C2=O)c1
compound no. | 41 | 42 | 43 | 44 | 45
AmpC inh detg | -17% | -2%&4% | 0% | -7% | 7%
HCMV inh | 87 | -36&-11 | -12 | 1 | 0
AmpC inh no detg | -26% | 31% | -4% | 29% | -39%
Sm TGR block | 0% | 2%&-2% | 5% | 1% | 56µM*
Giardia FBPA inh | 11% | 22% | 0% | -1% | -6%
AMA1-RON2 inh | -6% | 12% | 15% | -8% | -3%

[46] C[C@@H](C(=O)CC(=O)OC(C)(C)C)[C@@H](O)c1c(F)cccc1Cl
[47] C=CCN(Cc1ccc(Cl)s1)C(=O)c1cc(S(=O)(=O)N2CCOCC2)ccc1F
[48] O=C(CSc1nnc(-c2ccc(O)cc2)o1)Nc1ccccc1Br
[49] CCC(CC)NC(=O)C1CCN(S(=O)(=O)c2cccs2)CC1
[50] O=C(C1CCC(CNc2c(N3CCCC3)c(=O)c2=O)CC1)N1CCc2ccccc21 (centres undefined)
compound no. | 46 | 47 | 48 | 49 | 50
AmpC inh detg | ? | -8% | 4% | -2% | 7%
HCMV inh | -27 | 0 | 86 | -4 | -5
AmpC inh no detg | -18% | 143%[activator] | -9% | 12% | 30%
Sm TGR block | -15% | -5% | -4% | -7% | 1%
Giardia FBPA inh | 6%&9% | nt | 4% | 8% | 4%
AMA1-RON2 inh | 17% | 0% | 4% | -6% | 0%

[51] CN/S(=N/S(=O)(=O)c1ccccc1)c1ccc(C)cc1 (centres undefined)
[52] C=CC(C)(O)CCCC(C)CCCC(C)CCCC(C)C (centres undefined)
[53] CCn1nc(C(=O)Nc2ccc(N3CCOCC3)cc2)c2ccccc2c1=O
[54] CN1C(=O)c2ccccc2C(C(=O)NCC2CCCO2)C1c1c[nH]c2ccccc12 (centres undefined)
[55] CN(C)CCN(C(=O)CCc1ccccc1)c1nc2c(F)cc(F)cc2s1
compound no. | 51 | 52 | 53 | 54 | 55
AmpC inh detg | -12% | -5% | -5% | -11% | -3%
HCMV inh | -11 | -23 | -4 | 101 | 24
AmpC inh no detg | 0% | -10% | -11% | nt | 9%
Sm TGR block | -18% | -11% | -24% | 11% | 0%
Giardia FBPA inh | 3% | -4% | nt | -3% | -6%
AMA1-RON2 inh | 4% | 22% | -3% | -5% | -1%

[56] Cc1ccc(-c2[nH]c3cc(C(=O)NCCCn4ccnc4)ccc3c(=O)c2O)cc1
[57] CCN(CC)C(=O)c1cccc(NC(=O)c2cc(C3CC3)nc3c2cnn3C(C)C)c1
[58] CCOC(=O)c1nn(-c2ccccc2C)c(=O)c(C#N)c1C
[59] COc1ccccc1NS(=O)(=O)c1ccc(O)c(C(=O)OCC(=O)c2ccc(Cl)cc2Cl)c1
[60] CCOC(=O)c1c(NC(=O)CCC(=O)O)sc2c1CC(C)(C)OC2
[61] Cc1ccc(Nc2nc3ccccc3c(=O)s2)cc1
[62] COc1ccc(OC)c(NC(=O)C2CC(=O)N(Cc3ccco3)C2)c1 (centres undefined)
compound no. | 56 | 57 | 58 | 59 | 60 | 61 | 62
AmpC inh detg | -3% | ? | -9% | 0% | 1% | 1% | 0%
HCMV inh | -12 | -34 | -32 | -5 | -33 | ? | 5
AmpC inh no detg | -12% | 192%[activator] | -19% | ? | -4% | -11% | -1%
Sm TGR block | -2% | -14% | -22% | 2% | nt | 0% | -14%
Giardia FBPA inh | 3% | nt | ? | 11% | 7% | -3% | nt
AMA1-RON2 inh | -3% | -4% | 22% | -4% | -10% | 115%[activator] | 3%
